High-throughput results: PubChem, several laboratories
HTR5A ag: activates human HTR5A in OPRM1-OPRD1 agonist counter-screen; hit rate 0.61% among 340,000; P47898; HTR5A agonist assay, luminescence, cell-based; activation, % at 9.3 µM; in the data active = activation mostly above about 9.5%, no sharp cut-off; inactive = mostly below about 7.6%;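 also: 0% = cells with vehicle only and 100% = reference agonist; strong numbers were not always called active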
Target sequence (P47898 whole entry, looked up): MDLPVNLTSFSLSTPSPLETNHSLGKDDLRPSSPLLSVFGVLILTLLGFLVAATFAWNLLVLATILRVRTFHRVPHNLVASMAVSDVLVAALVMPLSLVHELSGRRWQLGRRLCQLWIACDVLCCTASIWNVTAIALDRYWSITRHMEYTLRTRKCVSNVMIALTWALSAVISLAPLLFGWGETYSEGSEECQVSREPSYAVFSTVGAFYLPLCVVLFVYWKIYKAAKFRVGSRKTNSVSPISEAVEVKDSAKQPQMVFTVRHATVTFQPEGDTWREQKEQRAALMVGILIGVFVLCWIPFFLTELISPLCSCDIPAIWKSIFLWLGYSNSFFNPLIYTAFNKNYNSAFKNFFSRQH
PKA-R1A activ: PKA-R1A complex activation. P00514+P68181. PKA-R1A dissociation, Cy5-IP20 fluorescence polarization; scaled: DMSO 0%, 113 µM cGMP 100%. activation, % at 11.4 µM. hit rate 0.083% among 340,000;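 active = percent activation above the mean of all tested compounds plus 3 SD, cut at about 19% in these data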;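 also: higher means more PKAc released from R1A so a rise in polarization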
Ecoli viability: bacterial growth inhibition, counter-screen for AddAB inhibitors. E. coli V3065 growth, OD600 absorbance, 18 h. inhibition, % at 11.9 µM. hit rate 0.27% among 330,000. AID 449728;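 active = inhibition above the campaign's mean inhibition across all tested compounds plus 3 SD, cut at about 9.9% in these data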;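 also: uninfected addAB+ strain grown without phage in ampicillin broth; 0% = DMSO wells and 100% = ciprofloxacin 0.95 µg/ml wells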
SUMO Mot1 rescue: inhibitors of SUMOylation pathway: yeast Mot1-301 growth rescue; S. cerevisiae Mot1-301 growth rescue, ATP luminescence, 38.5C; percent above DMSO median, 100 means doubled; growth rescue, % at 18.8 µM; hit rate 1% among 320,000; AID 2716;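 active = every valid replicate shows activation above 250% relative to neutral control wells; inactive = the rest, any valid replicate at or below 250%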;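 also: OY570 slx delta 5 strain wells were the positive control but not used for scaling; some compounds called inactive have numbers as strong as hits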
PfHsp90 yeast 2: inhibits growth of yeast expressing Plasmodium falciparum Hsp90. S. cerevisiae expressing PfHsp90, BacTiter-Glo ATP, 48 h; yeast lacking PDR1 and PDR3 efflux regulators. inhibition, % at 9.4 µM. hit rate 0.32% among 310,000. AID 504621;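 active = every replicate shows inhibition above about 80%, whatever the replicate mean, limit read from the data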;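 also: 0% = DMSO neutral controls and 100% = 20 µM radicicol positive controls; yeast relying on Plasmodium falciparum Hsp90 in place of its own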
MOR-DOR ag: agonists of human mu-delta opioid receptor heterodimerization; P35372+P41143; cells, OPRM1-OPRD1 heterodimerization, luminescence; activation, % at 9.3 µM; hit rate 0.3% among 340,000; AID 504326; in the data active = activation above about 18%;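 also: 0% = vehicle-treated cells and 100% = reference agonist; values of inactives mirror those of a sister screen read the other way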
AddAB inh: less growth of phage-infected E. coli with AddAB | E. coli expressing H. pylori AddAB, absorbance growth | inhibition, % at 11.9 µM | hit rate 0.29% among 330,000 | AID 435030; in the data active = inhibition above about 12%;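 also: 0% = vehicle wells of infected cells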
HTR5A inv ag: inverse agonist of human HTR5A in OPRM1-OPRD1 counter-screen | P47898 | HTR5A cell line, luminescence, inverse agonism | inhibition, % at 9.3 µM | hit rate 0.083% among 340,000; in the data active = inhibition mostly above about 23%, no sharp cut-off; inactive = mostly below about 18%;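 also: 0% = cells with DMSO and 100% = no-cell wells with DMSO; some compounds called inactive have numbers as strong as hits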
phage Ecoli inh: E. coli growth loss with phage present. growth absorbance. inhibition, % at 11.9 µM. hit rate 0.26% among 360,000. AID 651602; in the data active = inhibition above about 11%
OPRM1-OPRD1 inv: mu-delta opioid heterodimer inverse agonism. AID 504357. hit rate 0.21% among 340,000. inhibition, % at 9.3 µM. cell-based MOR-DOR heterodimer luminescence. P35372+P41143; in the data active = inhibition above about 22%, passing the limit was not always enough;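 also: 0% = cells with DMSO and 100% = wells without cells with DMSO; values of inactives mirror those of a sister screen read the other way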
DSG3 Ab inh: blocks pemphigus antibody binding to human desmoglein-3; P32926; DSG3-coupled beads, scFv-anti-DSG3-GFP binding, flow cytometry; hits give low values; binding (percent of control), % at 10 µM; hit rate 0.48% among 310,000; AID 588358;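 active = binding more than 3 SD below its plate's average and above zero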;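 also: hits lower antibody fragment binding to DSG3; some compounds called inactive have numbers as strong as hits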
An asterisk follows results filed as active; / = not tested or not shown.

entry	Compound	HTR5A ag	PKA-R1A activ	Ecoli viability	SUMO Mot1 rescue	PfHsp90 yeast 2	MOR-DOR ag	AddAB inh	HTR5A inv ag	phage Ecoli inh	OPRM1-OPRD1 inv	DSG3 Ab inh
1	CCCCSc1nc(C)cc(NC(=S)Nc2ccc(OC)cc2)n1	4	-7	0.1	-15	/	2.3	2.2	-10	-0.1	-13	/
2	CCn1cc(C(=O)O)c(=O)c2cnc(N3CCN(C(=S)NC(=O)c4ccc(Cl)cc4Cl)CC3)nc21	-2	9	0.3	-8	-5	-0.8	3.6	5	-1.2	5	/
3	O=C(CSc1nnc(Cc2cc(=O)[nH]c(=O)[nH]2)n1-c1ccc(Cl)cc1)NC1CCCC1	-5	14	3.3	-21	-15	-1.7	4.0	14	-0.1	8	111
4	Cc1ccc(-c2nn(-c3ccccc3)cc2C(=O)N2CCOCC2)cc1	6	-8	-3.5	11	-1	0.0	2.5	3	4.1	0	/
5	Nn1c(Cc2ccccc2F)n[nH]c1=S	-2	-10	0.7	-10	-7	0.6	-1.1	-4	2.2	-3	94
6	COc1ccc(CN(Cc2cc3cc(C)ccc3[nH]c2=O)C(=O)N(C)C)cc1	3	1	-2.2	-12	13	-1.4	1.1	9	4.0	9	/
7	CCCCN1C2CCCC1CC(NC(=O)C1CCCCC1)C2 (stereo not given)	2	-10	1.7	45	/	0.7	2.7	-5	5.0	-4	/
8	COc1cccc(-c2noc(C3CCCN(C(=O)c4ccc(F)cc4)C3)n2)c1 (stereo not given)	0	-6	-3.4	17	14	0.5	-0.5	-1	1.0	-3	105
9	COc1ccc(C2C(C(=O)c3ccc(C)o3)=C(O)C(=O)N2c2cc(C)on2)cc1OC (stereo not given)	-5	-7	-1.5	-9	-4	-1.0	-2.7	-4	1.9	6	100
10	COC(=O)Cn1cc(/C=N/NC(=O)COc2cccc3cccnc23)c2ccccc21	0	-5	0.6	-14	0	1.5	1.4	2	2.8	-9	106
11	O=C(Nc1cccc([N+](=O)[O-])c1)c1ccn[nH]1	-2	3	0.8	-21	-3	-0.2	0.0	-12	2.2	1	108
12	O=C1CCC(=O)N1CCOP1(=O)COc2ccccc2OC1	-2	7	0.1	402*	/	-1.9	-3.3	-10	3.8	10	109
13	O=C(C1CCN(S(=O)(=O)c2ccccc2)CC1)N(CCc1ccccc1)Cc1ccco1	4	-18	-1.5	/	-31	-0.8	-1.3	-45	1.3	5	100
14	Cc1cc(NC(=O)Cc2cccs2)no1	2	3	-2.3	10	-25	-1.2	-1.4	-19	-0.6	8	/
15	O=C(Nc1nccs1)c1ccccc1[N+](=O)[O-]	-1	-18	4.4	-5	-9	0.5	3.9	20	2.9	-3	82
16	CCc1ccc(N=Nc2ccc(O)c3[nH]cnc23)cc1	-6	-5	-1.5	1	-16	-4.5	0.2	15	0.9	24	107
17	COCCn1nnnc1C(c1ccccn1)N1CCN(c2cc(C)ccc2C)CC1 (stereo not given)	10	1	0.2	-22	9	1.2	1.2	-6	1.1	-7	101
18	CCOc1ccc(OCC)c(NC(=O)C2CCCN(S(=O)(=O)c3cnc[nH]3)C2)c1 (stereo not given)	2	-2	-2.5	-4	-5	-3.0	3.1	-7	0.8	15	106
19	COc1cccc(/C=N/NC(=O)c2ccc(-c3ccccc3)cc2)c1O	7	-14	17*	23	/	9.6	19*	-15	19*	-48	113
20	CC(=O)Nc1ccc(NC(=O)CN(c2ccc(C(C)C)cc2)S(=O)(=O)c2ccccc2)cc1	-1	-11	-0.2	34	-10	-0.6	-1.0	3	3.2	3	100
21	CCCCN1CC[C@H]2C=CC[C@@H](C(=O)NCc3ccc(OC)cc3)[C@H]2C1=O	2	4	-1.2	196	/	-1.5	0.9	-33	1.9	8	106
22	Cc1cc(C(=O)NCc2ccco2)no1	1	11	-0.5	1	-10	-2.4	3.3	28	-1.3	13	/
23	CC(Oc1ccc2c3c(c(=O)oc2c1)CCC3)C(=O)NCCCn1ccnc1 (stereo not given)	2	-1	0.9	-2	-27	-1.1	0.1	3	2.9	6	106
24	CC(C)c1ccc(N2C(=O)CC(Sc3nc4ccccc4o3)C2=O)cc1 (stereo not given)	-8	-6	1.4	30	/	1.4	3.1	21	3.4	-8	/
25	COc1cc(C(=O)NCCNC(=O)c2cnccn2)cc(OC)c1OC	-3	-2	1.8	-13	6	1.1	1.7	-2	-4.9	-9	126
26	CCCCC(CC)CNC(=O)CN1C(=O)NC2(CCc3ccccc32)C1=O (stereo not given)	7	-2	-0.9	16	17	0.5	2.0	-19	2.6	-4	/
27	COc1ccc(Cl)cc1N(C(C)C(=O)NC1CCCC1)S(C)(=O)=O (stereo not given)	1	-4	-0.2	-7	9	-1.5	3.0	-26	3.1	8	97
28	O=c1cc(-c2ccccc2Cl)oc2c(NS(=O)(=O)c3ccccc3OC(F)(F)F)ccc(O)c12	4	-2	-1.3	-13	30	2.5	-2.6	-10	5.1	-14	103
29	Cc1ccc(OCC(=O)Nc2sc3c(c2C#N)CCC3)cc1	0	4	1.5	-4	-13	2.8	1.3	-10	0.8	-16	94
30	COc1cccc(CC(=O)Nc2nccs2)c1	7	2	-3.5	6	0	0.4	0.6	10	0.6	-2	101

The final two records of the part before lead into the next.
entry	Compound	HTR5A ag	PKA-R1A activ	Ecoli viability	SUMO Mot1 rescue	PfHsp90 yeast 2	MOR-DOR ag	AddAB inh	HTR5A inv ag	phage Ecoli inh	OPRM1-OPRD1 inv	DSG3 Ab inh
29	Cc1ccc(OCC(=O)Nc2sc3c(c2C#N)CCC3)cc1	0	4	1.5	-4	-13	2.8	1.3	-10	0.8	-16	94
30	COc1cccc(CC(=O)Nc2nccs2)c1	7	2	-3.5	6	0	0.4	0.6	10	0.6	-2	101
31	Cc1cc(C)n(CCCC(=O)O)n1	0	7	1.9	-4	-14	-1.7	1.5	0	2.6	9	103
32	COC(=O)c1ccc(C(=O)OC)c(NC(=O)CN2CCN(c3ccccc3OC)CC2)c1	-5	3	-1.2	14	-46	3.5	0.2	11	1.0	-21	103
33	Brc1ccc(OCCOCCOc2cccc3cccnc23)cc1	-14	1	-1.8	6	/	-3.4	0.5	30	1.8	17	104
34	O=C(NC1CCCCC1)c1cccc(N2C(=O)CCC2=O)c1	-3	3	/	/	-8	-2.3	/	8	2.3	12	107
35	Nc1ccc(C#Cc2c(-c3ccsc3)oc3ccc(N4CCOCC4)cc23)cc1	5	2	-2.3	-7	/	0.4	-0.8	-11	1.0	-2	99
36	Cc1ccc(C2(C)NC(=O)N(CC(=O)NCc3ccccc3Cl)C2=O)cc1 (stereo not given)	3	-3	1.5	1	12	-3.4	0.3	-12	2.5	15	87
37	Cc1ccc(N2C(=O)N3[C@H](c4cccc(C)c4)[C@@H]4C(=O)N(Cc5ccccc5)C(=O)[C@@H]4[C@]3(C)C2=O)cc1	11	-3	0.9	0	13	-0.6	1.9	-33	2.8	3	89
38	COc1ccc(NC(=S)N2CCN(CCN=CC3=C(O)CC(c4ccccc4)CC3=O)CC2)cc1 (stereo not given)	-2	-7	-0.2	-16	-11	-0.1	2.1	6	1.2	0	104
39	C=CCN(C(=O)CNC(=O)c1ccco1)C(C(=O)NC1CCCCC1)c1ccccc1 (stereo not given)	-2	9	-2.4	737*	-11	-2.7	0.8	-2	-1.1	15	86
40	Cn1nnc(NC(=O)c2cccc([N+](=O)[O-])c2)n1	5	-1	-0.3	-10	-2	-1.3	-1.0	-21	1.5	6	109
41	CCN1CCN(c2ccc(NC(=O)COc3ccc([N+](=O)[O-])cc3)cc2)CC1	3	0	1.5	33	21	-1.0	1.8	12	2.8	5	105
42	CC(C)(C)c1nnc(NC(=O)C2CCN(c3ncccn3)CC2)s1	-3	-9	1.2	239	-14	-0.2	2.5	4	1.8	1	99
43	CC(=O)Nc1cc2c(nc1C)nc(C)n2Cc1ccc(Br)cc1	-2	6	0.6	-1	22	-1.2	-0.5	-5	0.9	7	106
44	COc1ccc2cc(Br)ccc2c1CC(=O)N1CCCC1	-1	-13	0.3	-9	10	-3.3	-0.2	-27	2.0	17	110
45	C=CCn1c(SCC(=O)NC23CC4CC(CC(C4)C2)C3)nc2cc(C(=O)O)ccc2c1=O	4	7	-0.4	-3	-5	1.8	4.0	-12	-1.5	-9	105
46	CCc1sc(NC(=O)COC)nc1-c1ccccc1	1	-4	-1.4	18	-23	1.2	2.5	6	1.1	-7	102
47	CC(C)Cn1c(SCC(=O)NC(=O)Nc2ccc3c(c2)OCCO3)nc2ccccc2c1=O	4	-9	-1.6	0	-9	0.9	-0.4	-8	2.5	-5	100
48	Nc1cccc(CCc2nc3cc4ccccc4cc3[nH]2)c1	8	1	-0.2	-1	15	-3.9	-1.1	-18	1.8	21	118
49	COC(=O)[C@]1(Cc2ccccc2)N[C@H](CN(C)S(=O)(=O)c2ccc(OC)cc2)[C@@H]2C(=O)N(C)C(=O)[C@@H]21	-2	-12	-0.5	5	27	-4.5	1.9	7	1.4	21	103
50	O=C(Cc1c(Cl)cccc1Cl)Nc1ccncc1Cl	1	0	3.3	7	2	0.7	5.7	-2	0.3	-3	114
51	COCCNC(=O)c1ccc(NS(=O)(=O)c2ccc3[nH]c(=O)[nH]c3c2)cc1	1	-5	-1.9	1	-1	-1.9	-1.8	15	-0.1	10	100
52	Cc1nn(CCCC(=O)NCc2ccccc2Cl)c(=O)c2nccn12	7	-4	1.1	-5	8	0.5	1.1	-28	1.5	-3	93
